High-throughput results (PubChem BioAssay)
CSN inh – inhibitors of human CSN-mediated cullin deneddylation; inhibition, % at 12.5 µM; Q92905; Purified CSN, SCF-Nedd8-OG deneddylation, fluorescence polarization; AID 651999; 360,000 compounds, 0.38% hits;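 active = pattern-corrected inhibition above about 35%, with an unprinted fluorescence ratio check between 0.5 and 1.5, limit read from the data, passing the limit was not always enough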;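 also: 0% = enzyme with substrate and 100% = substrate without enzyme; some results filed as inactive read as strong as hits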
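Material: human Csn5 produced in HEK293T cells; Input: enzyme 0.24 nM; Reagent: SCFSkp2-Nedd8OG substrate at 10 nM final; Dosing: 12.5 µM compound; Incubation: 90 min reaction at room temperature; Detection: fluorescence polarization of the substrate; Evaluation: % inhibition of substrate cleavage by Csn5; Control set: substrate-only high control, full reaction low control.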
DNMT1 block – DNMT1 (human) enzyme inhibition. DNMT1 molecular beacon, Hinp1I cleavage, fluorescence. inhibition (reported as % activation of signal), % at 10 µM. 360,000 compounds, 0.83% hits. AID 588458. P26358; in the data active = inhibition above about 50%
NadD block – NadD (S. aureus) enzyme inhibition. 360,000 compounds, 0.78% hits. purified NadD enzyme, colorimetric absorbance read-out. inhibition, % at 20 µM; in the data active = inhibition above about 26%; also: some compounds past the cut are filed as inactive
MsrA inh – inhibits bovine methionine sulfoxide reductase A; purified bovine MsrA, absorbance read-out; inhibition, % at 15.5 µM; 360,000 compounds, 0.75% hits; in the data active = inhibition above about 4.5%;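 also: 0% = vehicle wells with enzyme and 100% = reference inhibitor wells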
STEP block – blocks human striatal-enriched tyrosine phosphatase | P54829 | recombinant STEP, OMFP fluorogenic substrate, fluorescence | AID 588621 | inhibition, % at 20 µM | 360,000 compounds, 0.25% hits;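 active = inhibition at 20 µM, scaled per plate between control wells, above about 37%, limit read from the data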;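 also: 0% = DMSO with enzyme and substrate and 100% = substrate only without enzyme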
Target sequence (P54829 whole entry, looked up): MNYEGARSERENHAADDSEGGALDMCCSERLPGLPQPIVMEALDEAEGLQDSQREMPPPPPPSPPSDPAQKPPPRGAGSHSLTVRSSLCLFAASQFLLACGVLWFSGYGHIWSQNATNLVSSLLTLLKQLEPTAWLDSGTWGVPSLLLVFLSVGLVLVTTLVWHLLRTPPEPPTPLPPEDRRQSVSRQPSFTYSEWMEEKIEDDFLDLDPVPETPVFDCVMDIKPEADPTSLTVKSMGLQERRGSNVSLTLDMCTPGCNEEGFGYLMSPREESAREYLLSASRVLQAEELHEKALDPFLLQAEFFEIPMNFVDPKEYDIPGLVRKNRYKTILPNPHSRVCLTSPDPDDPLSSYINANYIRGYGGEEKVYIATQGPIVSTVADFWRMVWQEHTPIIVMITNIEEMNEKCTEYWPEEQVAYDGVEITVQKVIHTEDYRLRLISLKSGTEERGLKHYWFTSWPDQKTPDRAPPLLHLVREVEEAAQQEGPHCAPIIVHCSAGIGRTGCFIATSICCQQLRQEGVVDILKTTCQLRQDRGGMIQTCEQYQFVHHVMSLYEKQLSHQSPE
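Material: STEP (striatal-enriched tyrosine phosphatase) enzyme, cell-free; Compound dosing: 20 µM single dose in 1% DMSO; Technique: fluorescence read at 480 nm ex / 540 nm em; Times: reaction 20 min, ambient temperature; Medium: 50 mM Bis-Tris pH 6.0 with 2.5 mM DTT and 0.005% Tween 20; Also added: OMFP at 25 µM.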
SUMO1-SIM PPI – modulators of human SUMO1-mediated protein-protein interactions | P63165 | SUMO1 binding to a labelled peptide, TR-FRET, 1 h | inhibition, % at 20 µM | 360,000 compounds, 0.33% hits; in the data active = inhibition above about 37%
Target sequence (P63165 whole entry, looked up): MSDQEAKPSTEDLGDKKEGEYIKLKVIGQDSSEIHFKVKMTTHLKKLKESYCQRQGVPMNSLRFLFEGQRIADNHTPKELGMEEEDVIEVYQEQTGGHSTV
Scp-1 inhibitor – Scp-1 (human) phosphatase inhibition; Recombinant Scp1, phosphopeptide, malachite green phosphate absorbance; inhibition, % at 20 µM; 340,000 compounds, 0.88% hits; Q9GZU7; AID 493091;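 active = inhibition above about 50% at 20 µM, limit read from the data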;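 also: plate controls were DMSO wells with enzyme for no effect and wells lacking enzyme for full effect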
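System: SCP-1 catalytic domain; Reagent: Phospho 17-mer peptide substrate; Doses: one concentration, 20 µM, with 1.0% DMSO; Incubation: 45 min room-temperature reaction, 5 min colour, 30 min stabiliser; Signal: Phosphate-binding colour reagent, absorbance read at 630 nm.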
TbMetRS inhib – blocks T. brucei methionyl-tRNA synthetase activity | purified T. brucei MetRS, ATP depletion, Kinase-Glo luminescence | inhibition, % at 11.9 µM | 360,000 compounds, 0.4% hits | AID 624268;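 active = inhibition above a per-plate cutoff of the control wells' mean inhibition plus 3 SD, cut at about 5.5% in these data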;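 also: 0% = DMSO wells median and 100% = median of wells with control inhibitor compound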
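System: purified T. brucei MetRS enzyme / Detection: Kinase-Glo luciferase luminescence reporting remaining unconsumed ATP / Medium: HEPES buffer with MgCl2, KCl, DTT, spermine, BSA, pyrophosphatase / Replication: singlicate, one well per compound / Evaluation: percent inhibition relative to median high and low control wells / Schedule: 2 h aminoacylation at 25 °C after 15 min preincubation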
Rpn11 block – blocks the human proteasome subunit Rpn11. O00487. human 26S proteasome, Ub4-pepOG fluorescence polarization; 20S core pre-blocked with epoxomicin. calls only at 20 µM. 360,000 compounds, 0.59% hits. AID 588493;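 active = inhibition at 20 µM, scaled to each plate's controls, above about 33%, limit read from the data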
Target sequence (O00487 whole entry, looked up): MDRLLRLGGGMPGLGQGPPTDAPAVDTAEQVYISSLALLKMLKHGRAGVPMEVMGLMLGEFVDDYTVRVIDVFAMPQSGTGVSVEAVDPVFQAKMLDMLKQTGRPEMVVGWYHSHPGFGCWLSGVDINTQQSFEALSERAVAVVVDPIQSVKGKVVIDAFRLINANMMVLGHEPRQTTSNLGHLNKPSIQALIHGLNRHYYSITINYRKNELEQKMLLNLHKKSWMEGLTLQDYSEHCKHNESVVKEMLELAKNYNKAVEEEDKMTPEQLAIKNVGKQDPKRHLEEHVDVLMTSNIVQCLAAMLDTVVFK
LMPTP block – LMPTP (human) inhibition | 360,000 compounds, 0.22% hits | P24666 | recombinant LMPTP-A, OMFP fluorogenic substrate, fluorescence intensity | inhibition, % at 20 µM;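 active = compounds that cut the enzyme signal by at least half of the control window in the single-dose screen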;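 also: plate controls were DMSO wells with enzyme plus substrate for no effect and substrate without enzyme for full effect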
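Material: LMPTP-A; amount: 0.625 nM enzyme; doses: single 20 µM dose; times: reaction 50 min, room temperature, dark; technique: fluorescence intensity of OMFP turnover product; benchmarks: no-enzyme and uninhibited controls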
* = called active by the depositor; i = inactive; nt = no result given; & = joins results of further samples. Rows were taken by chance. Share with any hit: about 3.9%.

SMILES	CSN inh	DNMT1 block	NadD block	MsrA inh	STEP block	SUMO1-SIM PPI	Scp-1 inhibitor	TbMetRS inhib	Rpn11 block	LMPTP block
CCNC(=O)C1(C)CCN(Cc2ccc(-c3ccccc3)cc2)C1 (configuration not stated)	-3.8	0.2	-0.8	1.9	-3.2	-2.6	nt	-0.2	i	1.5
CN(C)c1ccc(O)c2c1CC1CC3[C@@H](N(C)C)C(=O)C(C(N)=O)C(=O)[C@]3(O)C(=O)C1C2=O (some centres not stated)	16.3	30.8	6.5	3.8	2.4	-4.3	11.4	0.2	i	5.5
Cn1c(SCC(=O)c2ccccc2)ncc(C(=O)Nc2ccc(F)cc2)c1=O	5.0	-0.2	-4.3	0.2	5.5	3.9	1.0	-0.2	i	2.0
O=C(COc1nc2ccccc2nc1N1CCOCC1)NCC(F)(F)F	-13.2	1.1	-2.0	3.0	1.4	-1.6	-2.7	-0.5	i	-2.7
CC(C)C(C)(C#N)NC(=O)CSc1nncn1-c1ccccc1 (configuration not stated)	3.4	4.8	5.9	-0.7	-0.3	-3.9	1.6	-0.6	i	-0.1
Cc1oc(-c2ccccc2F)nc1CN1CCC(C(=O)NCc2cccs2)CC1	3.8	-4.5	2.6	-0.1	1.2	0.0	-2.2	0.3	i	0.9
O=C(COc1ccc(S(=O)(=O)NCc2ccccc2)cc1Cl)NCc1ccncc1	-0.8	-0.1	-0.4	-0.9	27.3	-4.6	-3.4	0.1	i	-0.7
Cc1cccc(NC(=O)c2sc3nc(N4CCOCC4)c4c(c3c2N)CCCC4)c1	1.6	-10.7	17.4	0.1	-1.5	-2.2	-4.3	-0.1	i	2.8
CCOc1ccc2c(c1)nc(SCC(=O)c1cccs1)n2C	2.9	-2.6	7.3	-0.1	0.2	-1.6	0.2	0.4	i	0.3
C=CCn1c(=O)c2ccccc2n2c(SCc3nnc(-c4ccccc4Br)o3)nnc12	-2.4	-0.5	3.1	0.3	1.6	9.8	-6.3	0.9	i	-0.1
O=C(NC(=S)Nc1ccc(S(=O)(=O)Nc2nccs2)cc1)c1ccccc1	-0.5	2.3	3.4	0.3	3.9	5.9	1.1	0.5	i	-1.6
C/C(=N\Nc1cc(N2CCCCC2)nc(C)n1)c1ccc(Br)cc1	-0.7	-4.8	-3.8	2.5	2.9	3.1	-3.7	-0.8	i	6.5
CCOCCCNC(=O)c1cn(CC)c2ccc(S(=O)(=O)N3CCOCC3)cc2c1=O	0.8	0.4	-4.4	1.0	-0.8	2.2	-4.5	-0.3	i	-2.1
CCc1cccc2c(-c3csc(=NC)n3C)c[nH]c12	-7.9	-5.0	-12.1	1.3	-4.7	-3.6	-3.4	-0.6	i	1.9
COc1ccc(CC(=O)Nc2nc(C)cs2)cc1	-0.3	2.6	-3.8	0.6	0.0	1.1	-7.4	-0.1	i	0.2
Cc1ccc(C2N(c3nccs3)C(=O)C3CCCN32)cc1 (configuration not stated)	-1.1	0.6	-3.7	-0.8	-1.1	0.5	-2.2	0.0	i	-1.9
Cc1nc(C)c(C(=O)N/N=C/c2ccco2)s1	-3.3	2.0	0.6	2.2	11.4	-8.5	-3.3	0.1	i	0.2
Cc1ccc(NC(=O)C[n+]2cc(-c3ccccc3)n3c2CCC3)c(C)c1	3.2	-1.2	-2.0	-0.4	-2.9	1.2	-6.2	-0.3	i	-1.7
C/C(=N\N1CCN(c2ccccc2)CC1)c1ccco1	0.1	-4.3	3.2	0.5	1.7	-2.1	-3.7	0.8	i	2.0
Cc1cccc(NC(=S)NN2CCN(C)CC2)c1	2.0	4.7	3.2	-0.5	-4.3	0.7	-13.2	-0.5	i	-0.5
Cc1ccc(Cc2c(C)[nH]c(=S)[nH]c2=O)cc1	-1.0	2.2	-4.4	-1.8	0.6	-2.2	-7.3	-0.2	i	-0.7
N[C@@H](CO)c1nnc([C@H](CCC(=O)O)NC(=O)C2CCNCC2)o1	2.7	-1.1	4.6	-0.5	0.6	-8.9	-3.0	-0.4	i	-10.2
N#Cc1c(NC(=O)CSc2ncnc3sccc23)oc(-c2ccco2)c1-c1ccco1	51.3*	91.6*	58.5*	1.3	2.0	39.1	-1.0	1.7	i	11.7
O=C(COC(=O)c1ccco1)Nc1nc2ccc([N+](=O)[O-])cc2s1	4.3	1.8	12.6	3.4	0.1	-24.9	-6.8	0.1	i	1.2
Cc1ccc(S(=O)(=O)c2nc(-c3ccco3)oc2SCC(N)=O)cc1	7.2	-4.5	-8.5	-0.5	-0.1	4.9	4.2	-0.4	i	0.1

Structures listed above marked active in DNMT1 block:
SMILES	CSN inh	DNMT1 block	NadD block	MsrA inh	STEP block	SUMO1-SIM PPI	Scp-1 inhibitor	TbMetRS inhib	Rpn11 block	LMPTP block
N#Cc1c(NC(=O)CSc2ncnc3sccc23)oc(-c2ccco2)c1-c1ccco1	51.3*	91.6*	58.5*	1.3	2.0	39.1	-1.0	1.7	i	11.7

Remaining list, next part:
SMILES	CSN inh	DNMT1 block	NadD block	MsrA inh	STEP block	SUMO1-SIM PPI	Scp-1 inhibitor	TbMetRS inhib	Rpn11 block	LMPTP block
Cc1ccccc1CN1C(=O)c2ccccc2Sc2ccc(C(=O)NCCCN3CCOCC3)cc21	0.5	-3.3	-4.4	-0.6	1.3	-2.0	-9.1	-0.6	i	0.3
COc1ccc(CCNC(=O)c2cc(S(=O)(=O)N3CCOCC3)cn2C)cc1OC	3.4	-3.0	-0.5	-0.8	0.6	-4.2	-3.0	-0.6	i	-0.7
CCCCN1C(=O)/C(=C(/C#N)C(=O)N2CCCC2)c2ccccc21	0.0	1.9	-2.2	0.6	-1.3	-8.8	3.5	-0.9	i	-0.9
COc1ccc(-n2nnnc2CNC(=O)c2c(-c3ccccc3Cl)noc2C)cc1	3.4	6.6	-1.8	0.0	-0.6	-3.1	nt	-0.1	i	-0.1
COc1ccc(CNC(=O)/C=C/[C@H]2O[C@@H](n3ccc(=O)[nH]c3=O)[C@H](O)[C@@H]2O)cc1	-1.4	0.2	-4.1	1.0	1.5	0.2	nt	0.5	i	-1.2
CC(CCc1ccccc1)NC(=O)CNC(=O)N1CC(=O)Nc2ccccc21 (configuration not stated)	4.5	-0.9	-6.7	-0.1	-1.1	4.2	8.8	-0.7	i	-0.7
COCCn1c(SCC(=O)NNC(=O)c2ccccc2)nc2ccccc2c1=O	-9.5	2.0	-0.3	1.8	-1.1	0.4	25.4	-1.0	i	-1.2
COc1ccc(CC(C)NCC(O)c2ccc(O)c(NC=O)c2)cc1 (configuration not stated)	3.9&0.1	3.8&0.6	-5.4&0.6	0.8&-0.3	2.3&-1.5	4.3&-0.5	-6.2	0.2&0.1	i	-1.9&-0.2
N#C/C(=C\c1ccc(F)c(F)c1)C(=O)NC1CCCCC1	-8.0	2.7	4.0	-0.5	-1.7	-3.9	0.7	-1.4	i	-1.7
COC(=O)c1cc(Cl)c(NC(=O)c2cc(OC)c(OC)c(OC)c2)cc1OC	-0.9	0.1	-4.9	0.7	0.7	6.9	-8.4	-0.5	i	-0.3
COc1cc(Cl)c(C)cc1NC(=O)CSc1nnc(CCC(=O)O)c(=O)[nH]1	3.5	-0.8	1.1	1.8	8.7	4.6	0.6	-0.1	i	-1.2
CN1C(=S)SC(C)(C)C1NO (configuration not stated)	0.9	-0.7	1.6	-1.0	-0.5	-2.9	-8.6	-0.5	i	-0.8
O=C(CP(=O)(c1ccccc1)c1ccccc1)Nn1cnnc1	0.8	0.0	-1.0	0.8	-4.0	7.7	-4.6	-0.2	i	-2.0
COc1ccnc(N2CCN(c3cccc(C(F)(F)F)c3)CC2)c1C#N	0.4	2.1	12.4	0.3	2.0	-7.2	-5.2	0.4	i	1.5
O=S1(=O)CC(N2CCC(c3ccccc3)CC2)CN1Cc1ccccc1 (configuration not stated)	-2.0	-0.5	-10.2	-0.2	1.6	4.7	nt	-0.8	i	0.5
CCOc1ccc(N(C(C)C(=O)NN=C2CCCCCCC2)S(C)(=O)=O)cc1 (configuration not stated)	0.9	8.6	6.1	-0.3	-1.6	3.5	-1.2	-0.3	i	-1.1
CCN(CC)c1ccc(S(=O)(=O)N2CCOCC2)cc1NC(=O)CN1CCN(Cc2ccccc2)CC1	-0.1	57.6*	-6.9	1.6	2.9	2.8	-9.0	0.3	i	-1.5
CCC(CO)Nc1ccn2nc(-c3ccccc3)cc2n1 (configuration not stated)	-2.9	-1.7	0.2	0.8	-0.3	6.2	nt	0.2	i	-1.2
Cc1cccc(/C=C2\Sc3ccc(C(=O)N4CCCCC4)cc3N(C)C2=O)c1	-0.1	-3.8	1.5	0.0	1.0	-16.2	-15.6	-0.4	i	4.5
CC(C)c1ccc(CN2CCN(C(=O)CSc3nnnn3C3CC3)CC2)cc1	-0.1	0.3	0.3	0.4	-3.4	-0.3	-2.8	-0.2	i	-0.4
CC1(C)NC(=O)N(CCCSc2ccc(Cl)cc2)C1=O	0.6	-2.5	-3.1	-1.8	9.5	-0.6	-4.1	-0.8	i	-1.4
CN1CCc2cc3c(c4c2C1CC41CCC(=NO)CC1)OCO3 (configuration not stated)	-6.8	-4.9	-0.2	-1.3	-5.2	-4.4	-9.6	-0.9	i	-0.8
Cc1cc(Br)c(NC(=O)C(C)Sc2nnnn2C)c(Br)c1 (configuration not stated)	0.5	2.6	-0.7	0.3	-1.9	3.8	-11.2	-0.2	i	-1.4
Cc1ccc(C(C)C)cc1OCCN1CCCC1	0.6	3.8	-5.9	-0.5	-5.1	0.4	-5.1	-0.9	i	-8.2
CCOC(=O)c1c(NC(=O)c2cccs2)sc(C)c1C	1.0	4.9	-1.5	-0.2	1.2	2.0	-8.9	-0.4	i	1.5
CCCC(=O)Nc1ccc(NC(=S)NC(=O)c2cccs2)cc1	3.7	-1.6	-0.3	-0.5	-3.7	0.4	8.1	-0.7	i	-0.6
CCN(c1ccccc1)S(=O)(=O)c1cccc(C(=O)OCc2nc3sc(C)c(C)c3c(=O)[nH]2)c1	5.1	1.1	15.6	-0.2	0.9	2.8	-8.7	-1.6	i	0.9
Cc1cc(Cn2nnc3ccccc32)c(O)c(C(C)(C)C)c1	-3.9	2.1	-8.9	-0.7	-1.9	6.8	0.6	-0.6	i	1.5
